Screening results (PubChem BioAssay)
FEN1 inhibitor: blocks human flap endonuclease 1; P39748; Recombinant FEN1 flap cleavage, fluorescence, 15 min; Potency, µM (highest dose often 114 µM), without a hit: at the top dose activity change, negative = inhibition, actives largely listed as inhibitors; 390,000 tested, 0.35% active; also: nearly all actives have a fitted effect of over 65% in size
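Potency values derive from four-parameter Hill fits of normalized qHTS data. The reaction used 10 nM FEN1 preincubated 15 min at room temperature with compound, then 50 nM DNA substrate, read at 0 and 15 min.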
TDP1 inh: TDP1 (human) enzyme inhibition. 350,000 tested, 0.28% active. Q9NUW8. AID 485290. Potency, µM (titrated, usually from 130 µM), for inactives: at the highest dose activity change, negative = inhibition, actives largely listed as inhibitors. recombinant TDP1, AlphaScreen DNA substrate cleavage; also: nearly all actives have a fitted effect of over 40% in size
Target sequence (Q9NUW8 whole entry, looked up): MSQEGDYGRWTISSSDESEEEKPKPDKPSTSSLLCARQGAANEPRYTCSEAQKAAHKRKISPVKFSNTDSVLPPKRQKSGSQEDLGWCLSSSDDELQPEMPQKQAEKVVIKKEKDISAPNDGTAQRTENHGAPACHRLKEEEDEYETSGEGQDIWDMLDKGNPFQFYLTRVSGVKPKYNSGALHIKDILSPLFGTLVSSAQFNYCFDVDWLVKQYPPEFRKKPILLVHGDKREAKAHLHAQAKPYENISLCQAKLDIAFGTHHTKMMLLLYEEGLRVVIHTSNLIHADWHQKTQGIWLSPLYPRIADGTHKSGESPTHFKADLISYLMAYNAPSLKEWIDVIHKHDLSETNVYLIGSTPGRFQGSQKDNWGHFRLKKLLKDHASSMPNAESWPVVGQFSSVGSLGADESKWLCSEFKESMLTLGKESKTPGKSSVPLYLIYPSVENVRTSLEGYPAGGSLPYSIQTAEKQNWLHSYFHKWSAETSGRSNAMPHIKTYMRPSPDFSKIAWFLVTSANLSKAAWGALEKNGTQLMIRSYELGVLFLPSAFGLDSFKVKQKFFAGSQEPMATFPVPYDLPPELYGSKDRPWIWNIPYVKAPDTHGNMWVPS
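AlphaScreen read-out: signal falls as enzyme removes the 3' tyrosine-FITC from a 5'-biotinylated DNA oligo (15 nM, 5 min, RT). Enzyme was E. coli-made recombinant Tdp1 at 1 nM, exposed to compound for 15 min beforehand; beads 10 ug/ml, 10 min.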
N370S GC: N370S glucocerebrosidase modulation, Gaucher chaperone candidate. P04062. N370S GC spleen homogenate, 4MU-glucoside fluorescence. Potency, µM (series often up to 59.4 µM), for the others: at the highest dose activity change, negative = inhibition, actives largely listed as inhibitors. 330,000 tested, 0.092% active;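 also: 0% = full enzyme activity and -100% = no enzyme basal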
* hit, by the source's call; ? = inconclusive; · = no result given; [ ] = dose if it differs, or a comment. Calls follow the shape of the dose curve; as a rule, active = well fitted curve in the direction sought with a large enough effect; inconclusive = small, poorly fitted or top-dose-only effect, or another doubt; inactive = no such curve, though single readings can be large; an effect the other way counts as inactive or inconclusive. Unless noted, % is scaled to controls: 0 for no effect and ±100 for the full control effect; potency is read from the fitted curve at half-maximal effect.

1) O=S(=O)(Nc1nc2ccccc2nc1NCC1CCCO1)c1ccc(F)cc1 (stereo not given)
2) CC1(C)CC(NC(=S)NCc2ccc3c(c2)OCO3)CC(C)(C)N1
3) COc1ccc(-c2noc(C3CCCN(C(=O)c4cccc(C)c4)C3)n2)cc1 (stereo not given)
4) CCCn1c(SCC(=O)Nc2cc(Cl)ccc2Cl)n[nH]c1=O
5) CC(C)Cn1c(N)c(C(=O)COC(=O)c2ccc3ccccc3n2)c(=O)n(C)c1=O
6) Cc1ccc(OCc2nnc(NC(=O)c3ccco3)s2)cc1
7) CCC(=O)Oc1c(Sc2ccc(Cl)cc2)c(C)nn1-c1ccccc1
8) CC1(C)CC(=O)c2cc(C#N)c(=O)n(-c3ccc(Cl)cc3)c2C1

entry no.	1	2	3	4	5	6	7	8
FEN1 inhibitor	12.9%	·	-4.9%	?	12.6%	-1.4%	-21.8%	-12.9%
TDP1 inh	1.2%	-7.7%	·	6.5%	4.0%	3.4%	11.8%	-1.8%
N370S GC	6.2%	-11.3%	-0.8%	7.3%	2.8%[2.35 µM]	11.0%	·	·

Single records, as listed above.
Profile of `Cc1ccc(OCc2nnc(NC(=O)c3ccco3)s2)cc1` → FEN1 inhibitor = -1.4%; TDP1 inh = 3.4%; N370S GC = 11.0%
Profile of `CC(C)Cn1c(N)c(C(=O)COC(=O)c2ccc3ccccc3n2)c(=O)n(C)c1=O` → FEN1 inhibitor = 12.6%; TDP1 inh = 4.0%; N370S GC = 2.8%[2.35 µM]
Profile of `CCCn1c(SCC(=O)Nc2cc(Cl)ccc2Cl)n[nH]c1=O` → FEN1 inhibitor = ?; TDP1 inh = 6.5%; N370S GC = 7.3%

(next part)
9) CCOC(=O)N1CCN(C(=O)C2CCN(Cc3cccc(OCc4ccccc4)c3)CC2)CC1
10) C[C@H](NC(=O)N1CCn2c1nc1ccccc12)C(=O)NCCc1ccccc1
11) CC(C(=O)O)N1CCCCC1 (stereo not given)
12) Cc1ccnc(NC(=O)c2ccc([N+](=O)[O-])s2)c1
13) CCCCN(CC)C(=O)c1ccc2c(c1)NC(=O)c1ccccc1S2
14) O=S(=O)(Nc1cc2nc3ccccc3nc2n1Cc1ccccc1)c1ccc(Cl)cc1
15) Nc1nc(N2CCCCC2)nc2ccccc12
16) CC(=O)Nc1sc2c(c1C#N)CCCC2

entry no.	9	10	11	12	13	14	15	16
FEN1 inhibitor	-1.5%	0.3%	-1.5%	-11.8%	-24.0%	-9.9%	-5.0%	0.9%
TDP1 inh	5.1%	1.4%	-0.6%	4.6%	2.0%	-2.8%	0.0%	1.0%
N370S GC	27.6%	1.4%	-12.6%	-17.2%	·	-19.5%	?	?

17) Cc1ccc(C)c(CN2C(=O)c3ccccc3Sc3ccc(C(=O)NC4CCCC4)cc32)c1
18) CCCOc1ccc(C(=O)N2CC3(CC(c4cccc(NC(=O)[C@@H]5CCC(=O)N5)c4)=NO3)C[C@H]2C(=O)NC2(C(N)=O)CC2)cc1 (stereo not given in full)
19) Cc1cccc(NC(=O)C2CCN(C(=O)NC3CCCCC3)CC2)c1
20) CCCC(=O)Nc1ccc(S(=O)(=O)N2CCCC2)cc1
21) CC1CCc2c(sc3ncn4c(SCC(=O)NCc5ccco5)nnc4c23)C1 (stereo not given)
22) COc1ccccc1N(CC(=O)NCCc1ccccc1)C(=O)CCC(=O)Nc1cc(C)ccn1
23) CCOc1cc(N2CCOCC2)c(OCC)cc1NC(=O)CSc1n[nH]c(N)n1
24) COc1ccc(-c2oc3ccc(-c4ccc(OC)nc4)cc3c2C#CC2(O)CCCCC2)cc1

entry no.	17	18	19	20	21	22	23	24
FEN1 inhibitor	25.9%	19.7%	-4.7%	-0.6%	-3.6%	0.4%	1.4%	8.8%
TDP1 inh	5.2%	-3.9%	-4.2%	-2.3%	-2.1%	11.6%	-3.8%	·
N370S GC	·	2.8%	2.2%	-0.6%	1.5%	0.2%	5.2%	-6.9%

Another view of four compounds above.
Below each compound: FEN1 inhibitor, TDP1 inh, N370S GC
(17) Cc1ccc(C)c(CN2C(=O)c3ccccc3Sc3ccc(C(=O)NC4CCCC4)cc32)c1
 : 25.9%, 5.2%, ·
(18) CCCOc1ccc(C(=O)N2CC3(CC(c4cccc(NC(=O)[C@@H]5CCC(=O)N5)c4)=NO3)C[C@H]2C(=O)NC2(C(N)=O)CC2)cc1 (stereo not given in full)
 : 19.7%, -3.9%, 2.8%
(19) Cc1cccc(NC(=O)C2CCN(C(=O)NC3CCCCC3)CC2)c1
 : -4.7%, -4.2%, 2.2%
(20) CCCC(=O)Nc1ccc(S(=O)(=O)N2CCCC2)cc1
 : -0.6%, -2.3%, -0.6%

(more compounds)
25) O=C(CSc1nc2cc(Cl)ccc2s1)NC(=O)NCc1ccco1
26) OC(COCCOc1ccc(Br)cc1)CN1CCN(Cc2ccccc2)CC1 (stereo not given)
27) COc1ccccc1NC(=O)CCN1CCN(C)CC1
28) CCS(=O)(=O)c1nc(S(=O)(=O)c2ccc(C)cc2)c(N2CCC3(CC2)OCCO3)s1
29) CCN(Cc1ccccc1)CC(O)COc1ccccc1 (stereo not given)
30) O=C(c1ccncc1)N1CCN(C2CCCCC2)CC1
31) CCOc1ccccc1NC(=S)NC(=O)CCCOc1ccc(Cl)cc1Cl
32) Cc1nnc(C)n1/N=C/c1cccnc1

entry no.	25	26	27	28	29	30	31	32
FEN1 inhibitor	-10.4%	-1.2%	-1.8%	15.6%	-1.8%	6.4%	-14.2%	0.7%
TDP1 inh	-3.0%	5.3%	0.0%	2.8%	1.9%	-2.5%	4.2%	2.0%
N370S GC	-17.8%[2.35 µM]	-13.3%	-2.1%	3.2%	·	-0.1%	5.3%	1.3%

33) CN(CC(=O)Nc1ccc(N2CCOCC2)cc1)C(=O)CCc1ccccc1Cl
34) C=C(C)CSc1nnc([C@@H]2CCCN2)o1
35) CC(=O)c1ccc(NC(=O)CC2S/C(=N/N=C3CCCCCC3)NC2=O)cc1 (stereo not given)
36) CCOC(=O)N1CCC(N2Cc3cccc(C(=O)N4CCN(c5cccc(Cl)c5)CC4)c3C2=O)CC1
37) COc1ccc(OC)c(NC(=O)CSc2nc(C)cs2)c1
38) O=C(CCN1CCN(CC(=O)Nc2ccccc2F)CC1)Nc1ccccc1F
39) CC(C)Cc1nc2ccccc2[nH]1
40) Cc1ccc2cccc(S(=O)(=O)Nc3ccc4c(c3)OCO4)c2n1

entry no.	33	34	35	36	37	38	39	40
FEN1 inhibitor	-5.1%	5.0%	-7.1%	20.9%	-10.6%	0.6%	5.5%	-1.1%
TDP1 inh	-0.2%	0.0%	6.4%	2.5%	-1.1%	1.9%	·	4.4%
N370S GC	-0.2%	7.8%	-7.0%	-5.1%	8.8%	3.7%	-4.9%	8.0%

41) CCCOc1cccc(-c2nn(-c3ccccc3)cc2/C=C(\C#N)C(=O)NCCCn2ccnc2)c1
42) Cc1nn(C)c(Cl)c1C(=O)NC(C(=O)O)c1ccccc1 (stereo not given)
43) CCN(CC1COc2ccccc2O1)C(=S)NC1CC2CCC1C2 (stereo not given)
44) CCOc1ccccc1NC(=O)NC1(C(=O)NCC2CCCO2)CCCCC1 (stereo not given)
45) CC(=O)NCCn1c(SCc2ccccc2C)nc2ccccc2c1=O
46) Cc1cccc(NC(=O)CNc2cc(C)ccc2C)c1
47) CC(C)Cc1nnc(NC(=O)CCN2C(=O)c3ccccc3C2=O)s1
48) C/C(=N\Nc1ccc(C(=O)O)cc1)c1ccc(Cl)s1

entry no.	41	42	43	44	45	46	47	48
FEN1 inhibitor	-11.0%	-0.9%	-18.3%	6.7%	-12.2%	-3.9%	-3.7%	6.1%
TDP1 inh	8.3%	-2.7%	5.1%	4.2%	5.2%	3.1%	5.2%	·
N370S GC	-23.9%	-2.4%	16.5%	0.7%	17.2%	10.2%	8.6%	-6.3%

49) O=C(NCc1ccccc1)C1CCN(S(=O)(=O)c2ccc(Cl)cc2)CC1
50) Cc1ccc(/C=N/NC(=S)N2CCOCC2)cc1
51) CCCCNCc1cc(OCC)c(OCC)cc1Br
52) CCCc1cc(=O)n2[nH]c(NCc3ccccc3F)nc2n1
53) N#Cc1ccc(OCC(=O)Nc2cccc(S(=O)(=O)NC3=NCCCCC3)c2)cc1
54) Cc1ccc(C)c(NC(=O)c2ccccc2Sc2ccc([N+](=O)[O-])cc2Cl)c1
55) Cn1c(=S)n(/N=C/c2ccc3c(c2)OCO3)c2ccccc21
56) Cc1cc(C)nc(/N=C(\N)Nc2ccc(F)c([N+](=O)[O-])c2)n1
57) COC(=O)c1ccc(/C=N\NC(=O)CC(=O)NCCc2ccccc2)cc1
58) COc1cc(C(=O)N(c2ccc(C)c(C)c2)C2C=CS(=O)(=O)C2)cc(OC)c1OC (stereo not given)
59) NC(=O)C1CCN(Cc2nc3ccccc3c(=O)[nH]2)CC1

entry no.	49	50	51	52	53	54	55	56	57	58	59
FEN1 inhibitor	7.2%	-6.9%	3.7%	-12.6%	3.9%	12.8%	-2.9%	1.4%	-15.7%	0.4%	-12.1%
TDP1 inh	8.4%	8.5%	8.1%	-1.0%	-13.2%	5.5%	1.1%	2.0%	2.5%	3.1%	-6.8%
N370S GC	-11.2%	-0.4%	-6.6%	-13.4%	0.0%	-7.3%	6.8%	1.1%	-7.1%	6.2%	1.5%
